All columns: NCI-60 one-dose screen, growth in % after 48 h at 10 µM unless noted; 100 = growth as untreated, 0 = no growth, -100 = all killed.
SW-620: SW-620 colon cancer | actives 5.2% (n = 82,000) | AID 1794795
HCC-2998: HCC-2998 colon cancer; actives 4.7% (n = 79,000)
HCT-15: HCT-15 colon cancer; actives 5.2% (n = 82,000); AID 1794746
HCT-116: HCT-116 colon cancer; actives 7.3% (n = 82,000); AID 1794798
COLO 205: COLO 205 colon cancer; actives 7.3% (n = 79,000)
SNB-19: SNB-19 CNS cancer cells. actives 2.5% (n = 81,000)
SNB-75: SNB-75 CNS cancer; actives 5% (n = 79,000); AID 1794750
HT29: HT29 colon cancer | actives 7.4% (n = 81,000) | AID 1794748
KM12: KM12 colon cancer cells | actives 5% (n = 82,000) | AID 1794800
Numbers without * were called inactive; · = not tested or not shown; & = joins results of further samples; ! = not active in a repeat; [ ] = remark or other dose. How the source made its calls: active means growth percent below 10; inactive means the rest. Not all compounds are listed; rates above refer to the full screens.

SMILES	SW-620	HCC-2998	HCT-15	HCT-116	COLO 205	SNB-19	SNB-75	HT29	KM12
NC(N)=N/N=C/C(O)C(O)C(O)C(O)CO (stereo not given)	107.3	112.1	113.0	108.6	103.1	102.2	94.7	99.5	101.2
COc1cc2c(c(OC)c1OC)-c1ccc([O-])c(=O)cc1[C@@H](NC(C)=O)CC2.COc1cc2c(c(OC)c1OC)-c1ccc([O-])c(=O)cc1[C@@H](NC(C)=O)CC2.[Cu+2]	19.3	-14.9*	15.8	8.7*	9.0*	25.2	50.1	9.6*	6.8*
CCC[C@H]1CCCCN1	100.3	111.0	108.6	99.4	107.6	99.0	91.1	94.3	104.6
ClC1=C(Cl)C2(Cl)C3C(Cl)C=CC3C1(Cl)C2(Cl)Cl (stereo not given)	105.6	106.2	110.9	109.3	105.4	102.1	92.5	110.3	106.8
COc1cc2nc(Sc3sc(N)nc3C)n(-c3ccccc3)c(=O)c2cc1OC	104.6	135.2	97.0	101.0	119.5	110.2	·	100.5	99.2
CC(=O)c1ccc2c(c1)OCO2	105.3	104.9	104.1	104.6	102.6	94.0	97.9	98.2	97.2
NC(CCSCc1ccc(N(CCCl)CCCl)cc1)C(=O)O (stereo not given)	105.4	108.2	103.7	97.4	102.9	95.5	98.5	95.0	118.1
CC(C)C[C@H](N)C(=O)O	102.6	107.0	113.7	120.2	113.1	111.2	119.1	102.4	115.1
CC(Cl)CNCc1ccccc1 (stereo not given)	102.8	106.3	103.6	97.8	93.3	98.6	84.1	86.5	106.1
CCCCCCCCNC(c1ccc(Cl)cc1)C(O)c1ccc(Cl)cc1 (stereo not given)	78.7	91.7	97.3	85.0	96.4	102.2	75.9	83.9	97.5
NNC(=O)c1ccc(Cl)cc1	105.6	96.9	105.2	103.7	110.9	100.0	87.4	112.2	108.9
CCCCCNC(Cc1ccccc1)c1ccc(O)cc1 (stereo not given)	104.7	103.9	97.8	85.4	99.3	96.0	83.2	80.4	96.9
O=C(NC(=O)c1c(F)cccc1F)Nc1cc(Cl)c(F)c(Cl)c1F	101.1	98.8	95.1	93.7	128.8	98.7	·	103.0	108.3
Nc1ncnc2c1ncn2C1OC(COP(=O)(O)CP(=O)(O)O)C(O)C1O (stereo not given)	97.1	105.0	112.0	113.0	99.3	124.6	106.3	105.9	108.8
C[C@]12CC[C@H]3[C@@H](C=CC4=CC(=O)CC[C@@]43C)[C@@H]1CC[C@@H]2O	106.8	100.5	100.3	94.3	110.4	100.5	80.7	105.1	107.0

Gathered by group: the compounds so far containing sulfur
SMILES	SW-620	HCC-2998	HCT-15	HCT-116	COLO 205	SNB-19	SNB-75	HT29	KM12
COc1cc2nc(Sc3sc(N)nc3C)n(-c3ccccc3)c(=O)c2cc1OC	104.6	135.2	97.0	101.0	119.5	110.2	·	100.5	99.2
NC(CCSCc1ccc(N(CCCl)CCCl)cc1)C(=O)O (stereo not given)	105.4	108.2	103.7	97.4	102.9	95.5	98.5	95.0	118.1

Next part.
SMILES	SW-620	HCC-2998	HCT-15	HCT-116	COLO 205	SNB-19	SNB-75	HT29	KM12
CS(=O)(=O)Oc1ccc([N+](=O)[O-])cc1[N+](=O)[O-]	101.1	94.5	102.5	83.0	110.3	101.3	97.9	98.1	97.9
COc1ccc(N(CC(=O)NCCC[Te]c2ccccc2)C(=O)CNC(=O)OC(C)(C)C)cc1	53.1	43.3	11.3	-3.1*	86.9	33.0	57.9	-36.8*	19.3
CSc1cccc(NP2(=O)OCC(C)([N+](=O)[O-])CO2)c1 (stereo not given)	101.2	119.4	98.2	102.2	123.9	103.9	99.3	103.7	106.0
COc1cc2nc(Sc3cnc(N)s3)n(-c3ccccc3)c(=O)c2cc1OC	112.4	113.6	113.0	100.5	110.3	106.2	104.2	119.1	101.3
COc1cc(C=C(Br)Br)cc2c1OCO2	101.2	100.7	97.9	99.5	111.5	97.9	82.7	99.6	96.6
CS(=O)c1ccc([N+](=O)[O-])cc1[N+](=O)[O-] (stereo not given)	110.1	112.6	103.9	96.7	110.2	98.8	82.2	108.8	108.9
O=[N+]([O-])/C=C/c1ccc(Cl)cc1[N+](=O)[O-]	-90.2*	104.5	-37.1*	-100.0*	-20.9*	71.8	55.4	-91.6*	29.1
COc1ccc2c(c1)c(C(=O)O)c(Cl)n2Cc1ccc(Cl)cc1	100.9	118.6	90.9	87.3	103.5	98.3	73.5	121.4	95.1
CC1OC(=O)C(C(C)C)NC(=O)C(C(C)C)OC(=O)C(C(C)C)NC(=O)C(C)OC(=O)C(C(C)C)NC(=O)C(C(C)C)OC(=O)C(C(C)C)NC(=O)C(C)OC(=O)C(C(C)C)NC(=O)C(C(C)C)OC(=O)C(C(C)C)NC1=O (stereo not given)	3.6*	-16.5*	-3.3*	-69.0*	-81.0*	-17.0*	-18.5*	-32.3*	0.9*
COc1ccccc1N1COOC2(OOC1)C1CC3CC(C1)CC2C3	108.0	113.4	105.5	91.0	113.4	106.1	·	100.5	100.8
CC1(C)N=C(N)N=C(N)N1c1ccc(OCCCCNC(=O)c2ccc(S(=O)(=O)F)cc2)c(Cl)c1	35.1	83.1	94.9	25.6	61.7	103.0	87.7	27.6	66.5
CCCCCCCC/C=C\CCCCCCCC(=O)Nc1ccccc1	100.1	95.1	104.5	96.9	105.0	117.5	93.0	112.0	104.9
CC(=O)O[C@H]1CC[C@H]2[C@@H]3CC=C4c5nc(-c6ccccc6)sc5CC[C@]4(C)[C@H]3CC[C@]12C	55.0	54.0	9.1*	51.2	7.5*	67.4	91.4	-31.5*	42.3
C=CCOC(=O)C(Br)CC (stereo not given)	104.5	100.6	108.0	103.5	103.1	108.9	97.1	109.8	112.2
CCCCCNCC(O)c1ccc(Cl)c(Cl)c1 (stereo not given)	89.3	103.8	102.2	76.3	100.4	99.7	112.8	73.1	105.1
C=CCOC(=O)C1C(C(=O)O)C2(Cl)C(Cl)=C(Cl)C1(Cl)C2(Cl)Cl (stereo not given)	107.2	102.6	88.1	100.3	106.5	94.9	94.5	109.5	75.8
CCCNP(=S)(NCCC)NCCC	106.6	99.8	97.4	101.2	105.6	104.4	95.3	98.3	105.1
COC(=O)C1=C(O)c2[nH]c3ccccc3c2C2(C)CCCC1C2 (stereo not given)	82.4	89.8	68.9	88.7	100.2	97.2	·	92.1	73.7
CC(=O)O[C@@H]1C[C@H]2C(C)(C)C(=O)C=C[C@]2(C)[C@H]2CC[C@]3(C)C(=CC(=O)O[C@H]3c3ccoc3)[C@@]21C	102.4	81.1	72.9	52.7	·	105.6	83.6	80.5	78.8
CC1(C)C(=O)C2(I)CCC1C2 (stereo not given)	108.0	111.9	99.2	107.8	·	106.3	91.2	101.9	117.3
CC(=O)c1ccc(C(=O)NCC2CCC3(CC2)OOC2(CCCCC2)OO3)cc1	22.1	107.7	82.5	79.0	97.1	96.9	99.8	83.4	69.7
CC(=O)O[C@H]1C[C@@H]2OC3C=C(C)CCC3(C)[C@@]1(C)[C@@]21CO1 (stereo not given in full)	-7.3*	-20.3*	-0.3*	-18.6*	-70.2*	0.0*	-18.3*!	-30.6*	-43.0*
C=CCNC(=S)Nc1ccc(OC(=O)Nc2ccc(Cl)c(Cl)c2)cc1	118.5	89.7	89.5	99.0	133.8	103.4	75.3	104.0	103.9
O=P(O)(O)CCl	99.2	93.4	109.7	96.6	108.3	105.2	118.8	78.4	102.4
C1=C2CN3CCC45c6ccccc6N6CCC(OC1)C(C2CC34)C65 (stereo not given)	100.5	89.5	97.6	92.5	96.9	98.8	·	103.8	96.6
NNC(=O)NNC(N)=O	107.6	101.8	110.1	105.0	119.7	103.4	98.0	103.6	104.0
C=C[C@H]1CN2CC[C@H]1C[C@@H]2[C@@H](OC(=O)OCC)c1ccnc2ccc(OC)cc12	117.1	105.9	104.6	107.4	99.9	118.1	91.2	104.4	109.6
Cc1cccc(N(C)c2cccc3c2C(=O)[Se]C3)c1C	67.1	47.5	31.6	3.5*	27.1	58.8	·	9.4*	14.6
CC[C@]12C=CCN3CC[C@@]4(c5ccc(OC)cc5N(C)[C@H]4[C@@](O)(C(=O)OC)[C@@H]1OC(=O)CCC[P+](c1ccc(F)cc1)(c1ccc(F)cc1)c1ccc(F)cc1)[C@@H]32	45.3	22.4	99.6	32.2	-19.0*	13.8	39.9	15.7	21.3
CCSP(=S)(SCC)SCC	91.7	91.0	105.6	104.9	106.5	108.0	92.4	102.1	97.4

Copied from the list:
HCC-2998, `NNC(=O)NNC(N)=O` : 101.8
HCT-15, `C=C[C@H]1CN2CC[C@H]1C[C@@H]2[C@@H](OC(=O)OCC)c1ccnc2ccc(OC)cc12` : 104.6

Ordered by formula weight (falling): some entries from above.
SMILES	SW-620	HCC-2998	HCT-15	HCT-116	COLO 205	SNB-19	SNB-75	HT29	KM12
CC(=O)O[C@@H]1C[C@H]2C(C)(C)C(=O)C=C[C@]2(C)[C@H]2CC[C@]3(C)C(=CC(=O)O[C@H]3c3ccoc3)[C@@]21C	102.4	81.1	72.9	52.7	·	105.6	83.6	80.5	78.8
C1=C2CN3CCC45c6ccccc6N6CCC(OC1)C(C2CC34)C65 (stereo not given)	100.5	89.5	97.6	92.5	96.9	98.8	·	103.8	96.6
CC1(C)C(=O)C2(I)CCC1C2 (stereo not given)	108.0	111.9	99.2	107.8	·	106.3	91.2	101.9	117.3

Other structures:
SMILES	SW-620	HCC-2998	HCT-15	HCT-116	COLO 205	SNB-19	SNB-75	HT29	KM12
N#C[C@@H](O[C@@H]1O[C@H](CO)[C@@H](O)[C@H](O)[C@H]1O)c1ccccc1	107.8	107.2	102.4	100.4	106.4	110.4	80.4	95.3	100.4
CC(Cl)CN(Cc1cc(O)c(CN(CC(C)Cl)CC(C)Cl)cc1O)CC(C)Cl (stereo not given)	75.3	77.0	99.3	73.8	93.3	88.9	67.1	73.1	108.8
CCOC(=O)C1C(C=C(C)C)C1(C)C (stereo not given)	89.3	96.0	·	108.4	109.1	103.3	·	115.6	94.5
C/C(=C\c1cc(C(F)(F)F)n(-c2ccc(N)cc2)n1)[C@@H]1C[C@@H]2O[C@]2(C)CCC[C@H](C)[C@H](O)[C@@H](C)C(=O)C(C)(C)[C@@H](O)CC(=O)O1	26.5	8.2*	9.9*	5.8*	-45.0*	21.1	-16.2*	·	5.7*
CCOP(=O)(Cc1ccccc1)OCC	100.5	90.2	110.7	109.0	116.6	104.5	79.8	107.9	112.1
O=C(/C=C/c1ccc(Cl)cc1)c1nc2ccccc2n1Cc1ccc(F)cc1	·	32.5	-1.5*	3.5*	71.9	25.0	60.9	5.2*	24.9
CC(C)CNC(=O)CCl	110.3	95.6	114.4	107.1	106.5	109.8	102.1	111.6	108.8
CC(C)NCc1ccc2c(c1)OCO2	113.1	91.6	112.8	90.2	124.1	96.5	87.7	103.5	132.4
CCOP(=O)(CC=O)OCC	110.8[100 µM]	114.8[100 µM]	107.4[100 µM]	115.7[100 µM]	125.3[100 µM]	104.9[100 µM]	96.1[100 µM]	113.3[100 µM]	103.9[100 µM]
Nc1ccc(N=Nc2ccccc2)cc1	95.0	93.3	90.2	90.0	123.4	86.4	74.4	101.2	92.3
C1CCC([PH+](C2CCCCC2)C2CCCCC2[PH+](C2CCCCC2)C2CCCCC2)CC1.O=C(C1[CH-]CCCC1)C1CCCC[N-]1.[Au] (stereo not given)	2.3*	-83.0*	2.0*	-54.0*	-45.0*	-95.2*	-6.2*	-43.7*	-60.9*
CC(=O)O[C@@H]1CC[C@]2(C)[C@H]3CC[C@]4(C)C(=O)CC[C@H]4[C@@H]3C[C@@H]3SC(c4cccc(C)c4)=N[C@@]32C1	102.5	109.5	99.7	118.1	111.6	100.9	113.5	98.8	105.4
CC(C)c1ccc(C(=O)CN2CCOCC2)c(C(C)C)c1	110.0	99.5	105.6	97.0	100.1	102.6	95.4	100.2	99.5
O=CNC(O)C(Cl)(Cl)Cl (stereo not given)	105.5	106.6	99.1	103.0	131.0	103.2	96.7	99.5	107.5
O=c1cc(CCl)occ1O	92.4	109.4	103.0	100.3	101.4	103.6	·	103.5	90.1
C[C@]12CC[C@H]3[C@@H](C[C@@H]4SC(N)=N[C@@]45CC(=O)CC[C@]35C)[C@@H]1CCC2=O	93.1	103.2	96.4	89.9	99.1	93.8	86.6	101.7	96.0
CCCCCCCOC(N)=O	103.2	92.5	93.7	91.8	110.3	95.9	79.1	103.3	107.6
[N-]=[N+]=Nc1ccc(C(=O)O)cc1	103.0	112.2	104.4	97.6	108.9	110.6	99.5	96.7	100.4
CN[C@]1(c2ccccc2Cl)CCCC[C@H]1NCCCN1CCN(C)CC1	99.4	99.5	99.0	97.8	108.4	101.6	82.0	96.0	100.8
CC(=O)N1N=C(c2ccc(Br)cc2)CC1c1sc(N(CCCl)CCCl)nc1Cl (stereo not given)	101.2	112.2	99.3	85.4	102.6	99.9	82.3	90.7	92.5
COc1cc([C@@H]2c3cc(O)c(OC)cc3C[C@H]3C(=O)OC[C@@H]23)ccc1O	105.8	·	102.4	·	94.8	107.5	86.5	91.6	110.5
CC(C)C1NCCc2cc(O)c(O)cc21 (stereo not given)	106.1	105.4	107.0	101.4	107.7	103.8	89.7	92.1	102.0
Fc1ccc(N2COOC3(CCCCC3)OOC2)cc1	110.0	108.9	106.1	96.7	111.7	99.6	·	100.4	95.0
COc1cc(/C=C(/C)[N+](=O)[O-])ccc1O	-56.1*	87.3&30.3	1.2*	-35.4*	47.9&60.8	75.1&81.5	1.2*!	-26.9*	41.9&59.9
Oc1c(Cl)c(Cl)c(Cl)c(Cl)c1Cl (tested in a mixture with another compound)	95.6	124.5	117.3	104.8	94.3	104.6	96.1	120.1	98.3
ClC1=C(Cl)[C@@]2(Cl)[C@H]3[C@H]4C[C@H]([C@@H]5O[C@H]45)[C@H]3[C@@]1(Cl)C2(Cl)Cl	93.5	88.1	73.9	86.3	112.1	97.0	101.6	87.3	93.2

Compound activity deposited in PubChem BioAssay by NCI.
